Screening results deposited in PubChem BioAssay by National Center for Advancing Translational Sciences (NCATS).
S-ASM inh = blocks human secretory acid sphingomyelinase. P17405. placental ASM, HMU-PC fluorogenic substrate, 60 min. Potency, µM (titrated, usually from 57.5 µM), without a hit: at the top dose activity change, negative = inhibition, hits mostly inhibitors. 340,000 tested, 0.006% active. AID 504937; further: potency means the concentration at half of the fitted maximal effect
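HMU-PC0 cleavage (9 uM final) by human placental ASM, 60 min at 37 °C following 10 min compound exposure at RT; stopped at pH 10, fluorescence Ex 386/Em 447 nm.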
TCR activator = activates T cell receptor signaling. AID 504894. primary human leukocytes, anti-CD3, IL-2 HTRF, 48 h. 330,000 tested, under 10 active. Potency, µM (titrated, usually from 9.22 µM), without a hit: top-dose activation of IL-2 secretion, hits mostly activators; further: % of control where 0% means no effect
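Using a-CD3 beads without co-stimulation, primary human leukocytes were exposed to compounds for 48 hr. An HTRF IL-2 kit measured the cytokine, with europium-to-d2 energy transfer producing emission at 665nm upon 320nm excitation.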
Chronic BCR inh = inhibitors of chronic active B-cell receptor signaling. ABC-DLBCL IkBa-CBG/CBR reporter, luminescence ratio, 4 h. 340,000 tested, 0.05% active. Potency, µM (top dose mostly 46.1 µM), for inactives: at the highest dose ratio change, negative = lower green/red ratio, most hits filed as inhibitors; active means well fitted inhibition curve with a large enough effect in the signal ratio, with a control signal flat, not every such curve was filed as active; inconclusive means small, poorly fitted or top-dose-only effect, or effect the other way, or a change in a side signal; the % refers to the signal ratio;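 further: potency means the concentration at half of the fitted maximal effect; plate controls were basal doxycycline-induced cells for no effect and cells given 10 µM MG132 for full effect; MG132 reads +100%, hits lower the ratio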
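Compounds up to 46 uM were incubated four hours with TMD8 cells whose green CBG68 luciferase is fused to IkappaBalpha; red CBR luminescence normalised the signal, and concentration-effect curves were fitted to fusion, red and ratio data.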
PTAP TSG101 blk = blocks PTAP/TSG101 interaction to inhibit HIV-1 budding. Q99816. Fluorescence polarization, FITC-PTAP peptide / Tsg101 binding. Potency, µM (doses to about 115 µM), inactives show at the top dose activity change, negative = inhibition, most hits filed as inhibitors. 340,000 tested, under 10 active. AID 493005; active means well fitted inhibition curve with a large enough effect in the main read-out, with a control signal flat, not every such curve was filed as active; inconclusive means small, poorly fitted or top-dose-only effect, or effect the other way, or a change in a side signal; inactive means no such curve, though single readings can be large or run the other way; further: potency means the concentration at half of the fitted maximal effect; % of control where 0% means no effect
Target sequence (Q99816 whole entry, looked up): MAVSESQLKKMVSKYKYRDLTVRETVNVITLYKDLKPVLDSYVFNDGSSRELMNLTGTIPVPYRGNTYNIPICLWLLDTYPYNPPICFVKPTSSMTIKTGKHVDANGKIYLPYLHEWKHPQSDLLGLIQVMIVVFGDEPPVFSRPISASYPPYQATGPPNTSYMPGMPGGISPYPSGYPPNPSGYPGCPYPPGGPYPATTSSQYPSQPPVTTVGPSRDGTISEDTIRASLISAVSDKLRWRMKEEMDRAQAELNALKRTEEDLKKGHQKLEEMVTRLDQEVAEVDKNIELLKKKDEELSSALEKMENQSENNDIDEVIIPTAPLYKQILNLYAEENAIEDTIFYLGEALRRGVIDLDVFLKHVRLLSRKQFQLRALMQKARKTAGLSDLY
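Compounds were pin-transferred onto Tsg101 binding domain (10 uM final) in HEPES pH 7.5 buffer, then FITC-PTAP peptide was added at 50 nM final. After 20 min at RT, polarization reported peptide displacement across a qHTS concentration series.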
TSHR antagonist = human thyrotropin receptor antagonism. TSHR-expressing cells, TSH-stimulated cAMP HTRF, 2 h; active compounds read low. activity change, negative = inhibition, % at 11.5 µM. 330,000 tested, 0.2% active. AID 504810;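 active means activity change below a set negative limit, meaning inhibition stronger than a set level, cut at about -70% in these data; inconclusive means activity change between two set negative limits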; further: on the % scale 0 is the no-effect control and ±100 the full control effect
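Inhibition of cAMP made by TSHR-expressing cells under TSH stimulation (4nM final, EC80; 2 h, 37 deg C) is quantified with a one-step lysis HTRF kit, anti-cAMP cryptate versus cAMP-d2.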
Tb PFK block = blocks T. brucei phosphofructokinase | O15648 | 330,000 tested, 0.17% active | Potency, µM (top dose mostly 57.5 µM), for inactives: at the highest dose activity, negative = inhibition, usual class: inhibitors | T. brucei PFK, ADP-Glo luminescence;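 further: potency means the concentration at half of the fitted maximal effect; 0% = uninhibited 1x PFK enzyme wells and -100% = no-enzyme wells; nearly all actives have a fitted effect of over 60% in size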
Target sequence (O15648 whole entry, looked up): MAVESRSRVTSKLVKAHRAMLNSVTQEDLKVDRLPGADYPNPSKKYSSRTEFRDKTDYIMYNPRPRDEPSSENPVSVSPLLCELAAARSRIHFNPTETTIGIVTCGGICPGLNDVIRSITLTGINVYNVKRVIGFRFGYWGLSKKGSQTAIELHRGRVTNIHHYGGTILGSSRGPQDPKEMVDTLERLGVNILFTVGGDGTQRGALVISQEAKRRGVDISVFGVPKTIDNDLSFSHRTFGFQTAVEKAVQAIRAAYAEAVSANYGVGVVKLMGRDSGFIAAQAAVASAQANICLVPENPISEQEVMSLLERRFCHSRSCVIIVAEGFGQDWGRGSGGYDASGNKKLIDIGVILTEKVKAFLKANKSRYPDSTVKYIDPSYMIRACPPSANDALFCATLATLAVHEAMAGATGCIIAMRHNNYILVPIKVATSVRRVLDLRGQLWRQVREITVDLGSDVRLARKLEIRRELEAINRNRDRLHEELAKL
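Activity is normalized to no-enzyme wells (full inhibition) and 1.25 nM enzyme wells (no inhibition). Reaction: 0.5 mM F6P, 0.1 mM ATP, 45 min RT, ADP-Glo luminescence; concentration-response curves fitted and classed by quality.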
Mito fusion yeast = mitochondrial division inhibition or fusion activation; S. cerevisiae fusion-defective mutant growth rescue, CellTiterGlo 48 h; Potency, µM (doses to about 46.1 µM), without a hit: top-dose growth rescue (activation), usual class: activators; 320,000 tested, 0.23% active;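 further: potency means the concentration at half of the fitted maximal effect; % of control where 0% means no effect; nearly all actives have a fitted effect of over 45% in size; temperature-sensitive fusion mutants such as fzo1-1 at 37 °C on non-fermentable ethanol glycerol medium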
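Luminescent cell viability in 1536-well qHTS format served as the measure of rescued growth in ts fusion-mutant S. cerevisiae cultured on non-fermentable YPEG for 48 hours at 37C.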
ELG1 repair inh = inhibitors of ELG1-dependent DNA repair in HEK293T cells; HEK293T ELG1-luciferase reporter, luminescence, 16 h; DNA damage induced by 5-fluorouridine; Potency, µM (top dose mostly 46.1 µM), without a hit: at the top dose activity change, negative = inhibition, hits mostly inhibitors; 330,000 tested, 2.3% active; further: potency means the concentration at half of the fitted maximal effect; on the % scale 0 is the no-effect control and ±100 the full control effect; nearly all actives have a fitted effect of over 55% in size
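Reporter activity after DNA damage by 5-fluorouridine is monitored. Compound-treated cells incubate 16 hr at 37 °C, then ONE-Glo is added for 30 min before luminescence reading.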
a7 integrin act = activators of alpha7 integrin expression for muscular dystrophy; Potency, µM (doses to about 38.3 µM), for inactives: at the highest dose activation, usual class: activators; alpha7betagal myoblasts, beta-gal FDG fluorescence, 48 h; 350,000 tested, 0.064% active;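 further: potency means the concentration at half of the fitted maximal effect; 100% = response of the positive control SU9516; nearly all actives have a fitted effect of over 60% in size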
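alpha7betagal+/- myoblasts (passage 13, 250/well) treated 48 h at 37C with compounds at 1:260 dilution of DMSO stock. Lysed, then beta-galactosidase activity read as FDG fluorescence (ex 480/em 540) after 30 min, with pre-read for autofluorescence.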
A-T KAP1 phos = potential ataxia-telangiectasia treatments restoring KAP-1 phosphorylation. […] A-T fibroblasts, KAP-1 phosphorylation AlphaLISA; neocarzinostatin DNA damage 30 min before lysis. Potency, µM (titrated, usually from 57.5 µM), without a hit: at the highest dose activation, hits mostly activators. 320,000 tested, 0.19% active; further: potency means the concentration at half of the fitted maximal effect; % of control where 0% means no effect; nearly all actives have a fitted effect of over 45% in size
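hTERT-immortalized A-T patient fibroblasts ([…]), 500 cells/well in OPTI-MEM, 1% FBS, got compounds for 60 min, then NCS for 30 min at 37C. Lysates were then assayed for phospho-KAP-1 by AlphaLISA (anti-pKAP1 donor, anti-KAP1 acceptor beads), 6 hr at 25C.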
Eya2 phos inh = inhibitors of human Eya2 phosphatase activity. O00167. recombinant Eya2, OMFP fluorescence dephosphorylation (OMFP is methylfluorescein phosphate). Potency, µM (titrated, usually from 76.9 µM), for inactives: at the highest dose activity, negative = inhibition, actives largely listed as inhibitors. 330,000 tested, 0.006% active; further: potency means the concentration at half of the fitted maximal effect; on the % scale 0 is the no-effect control and ±100 the full control effect
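Eya2 (0.2 uM) preincubated 10 min at ambient with compound, then OMFP substrate added at 50 uM; 10 min reaction in 50 mM HEPES pH 7.5, 50 mM NaCl, 5 uM MgCl2, 0.05% BSA, 1 mM DTT. Fluorescence read at Ex 485/Em 525 nm.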
An asterisk follows results filed as active; ? = inconclusive; · = not tested or not shown; & = joins results of further samples; [ ] = another dose, or the depositor's remark. Unless noted, the call rests on the fitted dose curve; in most records, active means well fitted curve in the direction sought with a large enough effect; inconclusive means small, poorly fitted or top-dose-only effect, or another doubt; inactive means no such curve, though single readings can be large; an effect the other way counts as inactive or inconclusive.

SMILES	S-ASM inh	TCR activator	Chronic BCR inh	PTAP TSG101 blk	TSHR antagonist	Tb PFK block	Mito fusion yeast	ELG1 repair inh	a7 integrin act	A-T KAP1 phos	Eya2 phos inh
CCc1ccccc1N(CC)C(=O)C1CCN(c2ncnc3c2nc2n3CCCCC2)CC1	-7%	2%	-14%	-5%	-41	-2%	?	15µM*	25%	5%	-7%
Cc1c(C(=O)N(C)CCC#N)oc2ccc(S(=O)(=O)N3CCOCC3)cc12	1%	-5%	-10%	-4%	8	-1%	18%	-1%	13%	0%	-5%
CN(C)C(=O)CSc1nnc(Cc2ccccc2)n1CC1CCCO1 (configuration not stated)	4%	-1%	-1%	-5%	2	-1%	-13%	6%	-13%	0%	-14%
COc1ccc(/C=C/c2c(-c3cccc(C)c3)oc3ccc(-c4ccc5c(c4)OCO5)cc23)cc1	155%	2%	-8%	-8%	-1	-4%	0%	-14%	22%	20%	-12%
CCOc1ccc(C(=O)NC2CCN(CC(=O)NCc3ccccc3)CC2)cc1	1%	-3%	-1%	-1%	0	1%	1%	5%	1%	11%	7%
C=CC(=O)Nc1cccc(Oc2cc(Cl)nc3[nH]ccc23)c1	-3%	8%	?	-10%	-13	-1%	·	-27%	-25%	0%	7%
Clc1cccc(-c2nc3nc4ccccc4nc3n2Cc2ccco2)c1	30%	-5%	?	-3%	-6	0%	24%	-13%	-19%	9%	-38%
Cc1ccc(S(=O)(=O)N(CC(=O)N2CCN(c3ccc(F)cc3)CC2)C2CCCCC2)cc1	-7%	-1%	19%	0%	-23	0%	-11%	-23%	4%	-1%	-21%
CSc1cccc(NC(=O)c2cc(S(=O)(=O)N3CCCCC3)c[nH]2)c1	-1%	-1%	9%	-3%	-7	0%	0%	-9%	22%	1%	-4%
CCc1ccccc1OCC(=O)OCC(=O)N1CC(=O)Nc2ccccc21	-7%	14%	-8%	-2%	-1	-4%	-3%	-5%	19%	0%	-8%
COc1cc(SC)ccc1C(=O)Nc1ccccn1	0%	0%	?	-4%	-6	2%	0%	?	39%	9%	-17%
Cc1c(NC2=CC(=O)CCC2)c(=O)n(-c2ccccc2)n1C	1%	-11%	8%	-2%	2	-2%	1%	11%	5%	-5%	6%
CCOC(=O)N1CCN(C(=O)c2noc3c2COc2ccccc2-3)CC1	8%	3%	?	7%	5	2%	1%	?	4%	-2%	5%
CCN(CC)CCNC(=O)c1ccc(NC(=O)c2ccc(F)cc2F)cc1	2%	·	2%	-2%	23	-5%	23%	?	-2%	9%	-2%
CN(Cc1ccccc1)C(=O)COC(=O)CCNC(=O)c1ccccc1Cl	-4%	7%	-4%	-1%	3	0%	-7%	-3%	-9%	3%	9%
Fc1ccc(CN2CCCN(Cc3nc(-c4ccc5c(c4)OCO5)no3)CC2)cc1	3%	9%	1%	2%	-3	5%	?	-4%	-51%[inhibitor]	5%	-5%
CC(=O)c1c(C)[nH]c(C(=O)N2CCN(c3ccccn3)CC2)c1C	3%	3%	3%	-3%	5	0%	-2%	10%	13%	-2%	-9%
COc1ccc2nc(NC(=O)Cc3ccc(OC)c(S(=O)(=O)N4CCOCC4)c3)sc2c1	-2%	-8%	?	-4%	-4	0%	4%	-21%	-17%	·	0%
Cc1occc1-c1nnc(SCC(=O)N2CCCCC2)o1	-2%	4%	-1%	-3%	9	8%	-1%	?	-6%	-1%	-4%
C/C(=C\c1ccc(C(=O)O)cc1)c1ccc2c(c1)C(C)(C)CCC2(C)C	-9%	2%	?	2%	-44&-10	-1%	?	?	·	4%	2%&-2%
Cc1c(Cl)cccc1NC(=O)Nc1ccn(C)n1	1%	-8%[46.1 µM]	?	0%	1	-1%	1%	?	14%	-1%	-17%
CC(NC(=O)COC(=O)c1cccc(S(=O)(=O)N2CCCC2)c1)c1ccccc1 (configuration not stated)	0%	-3%[46.1 µM]	?	0%	-6	2%	·	-8%	-18%	-1%	-22%
COc1cc2nc(CN3CCOCC3)n(CC(=O)N3CCCCCC3)c(=O)c2cc1OC	1%	7%	-17%	-4%	-7	0%	2%	-10%	4%	-1%	-16%
COc1cc(C(=O)N/N=C(\Cc2ncc[nH]2)c2ccccc2)cc(OC)c1OC	-2%	-5%	?	1%	8	7%	-1%	?	-20%	-5%	-24%

Reformatted: results already given
smiles | S-ASM inh | TCR activator | Chronic BCR inh | PTAP TSG101 blk | TSHR antagonist | Tb PFK block | Mito fusion yeast | ELG1 repair inh | a7 integrin act | A-T KAP1 phos | Eya2 phos inh
COc1ccc2nc(NC(=O)Cc3ccc(OC)c(S(=O)(=O)N4CCOCC4)c3)sc2c1 | -2% | -8% | ? | -4% | -4 | 0% | 4% | -21% | -17% | · | 0%
CCOC(=O)N1CCN(C(=O)c2noc3c2COc2ccccc2-3)CC1 | 8% | 3% | ? | 7% | 5 | 2% | 1% | ? | 4% | -2% | 5%
Cc1occc1-c1nnc(SCC(=O)N2CCCCC2)o1 | -2% | 4% | -1% | -3% | 9 | 8% | -1% | ? | -6% | -1% | -4%
Cc1c(Cl)cccc1NC(=O)Nc1ccn(C)n1 | 1% | -8%[46.1 µM] | ? | 0% | 1 | -1% | 1% | ? | 14% | -1% | -17%

Other compounds:
SMILES	S-ASM inh	TCR activator	Chronic BCR inh	PTAP TSG101 blk	TSHR antagonist	Tb PFK block	Mito fusion yeast	ELG1 repair inh	a7 integrin act	A-T KAP1 phos	Eya2 phos inh
COc1ccc(C(=O)NC2CCSc3ccccc32)cc1 (configuration not stated)	5%	4%	-16%	-3%	-5	-3%	2%	?	-34%	5%	7%
Cc1cc(C)cc(C(=O)NN2CCN(C)CC2)c1	4%	0%	-1%	2%	-1	2%	-1%	-1%	12%	5%	13%
C/C(=C\C(=O)O)CC(=O)O	4%	9%	-1%	-5%	0	3%	-2%	4%	18%	-1%	-15%
CCn1c(COc2ccccc2OC)nnc1SCC(=O)NC1CCCC1	0%	-12%	?	0%	8	-2%	5%	8%	?	3%	-12%
C#CCOCCOCCOCCNc1nc(N2CCN(C(=O)[C@H](Cc3ccc(O)cc3)n3cc(CCO)nn3)CC2)nc(N2CCN(C(=O)[C@H](Cc3ccc(O)cc3)n3cc(CCO)nn3)CC2)n1	·	·	1%	·	-6	-18%	-3%	2%	·	0%	4%
COC(=O)CNC(c1ccccc1)c1cc(Br)ccc1NC(=O)OCc1ccccc1 (configuration not stated)	-5%	8%	?	-2%	11	2%[0.46 µM]	5%	-6%	-4%	12%	3%
CC(C)c1cc(C(N)=O)c(NC(=O)C2CCC2)s1	2%	-1%	3%	-6%	15	0%	-4%	17%	-16%	12%	-4%
CCOC(=O)c1c(NC(=O)C2COc3ccccc3O2)sc2c1CCN(Cc1ccccc1)C2 (configuration not stated)	-10%	-8%[46.1 µM]	20%	-4%	11	-1%	11%	-23%	-15%	-5%	-2%
O=S(=O)(NCC1CCCO1)c1cc(Cl)ccc1Br (configuration not stated)	0%	-5%	5%	-1%	-6	3%	-5%	6%	8%	9%	9%
CCN(C(=O)COC(=O)c1ccc(Cl)nc1)C1CCS(=O)(=O)C1 (configuration not stated)	1%	0%	-23%	0%	-2	-1%	-8%	3%	6%	-2%	10%
C[N+](C)(C)CCOc1ccc([N+](=O)[O-])cc1	-2%	-1%	6%	-6%	0	-1%	0%	1%	23%	2%	0%
COC(=O)C1=C(C)N=C2SCCC(=O)N2C1c1ccc(OC(=O)c2ccco2)cc1 (configuration not stated)	-1%	4%[46.1 µM]	0%	-4%	-21	-6%	3%	?	19%	-1%	3%

As entered above:
`CC(C)c1cc(C(N)=O)c(NC(=O)C2CCC2)s1` in Tb PFK block reads 0%
`O=S(=O)(NCC1CCCO1)c1cc(Cl)ccc1Br` (configuration not stated) in TCR activator reads -5%
`COC(=O)C1=C(C)N=C2SCCC(=O)N2C1c1ccc(OC(=O)c2ccco2)cc1` (configuration not stated) in TCR activator reads 4%[46.1 µM]
